PvdQ inh = P. aeruginosa PvdQ acylase inhibition; 340,000 compounds, 0.063% hits; inhibition, % at 10 µM; AID 488965; purified PvdQ acylase, fluorescence plate reader; in the data active = inhibition above about 30%, passing the limit was not always enough;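 note: 0% = vehicle neutral wells and 100% = reference inhibitor wells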
Wnt act = activators of Wnt/beta-catenin signaling; Wnt/beta-catenin reporter cell assay, activator, plate reader; activation, % at 9.35 µM; 300,000 compounds, 1.2% hits; in the data active = activation above about 30%, passing the limit was not always enough;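 note: 0% = neutral control wells and 100% = positive control wells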
Rtt109 Vps75 = blocks Candida albicans Rtt109/Vps75 acetyltransferase activity; Q5AAJ8; purified Rtt109/Vps75, ThioGlo CoA-SH fluorescence, 4 h; inhibition, % at 34.9 µM; 330,000 compounds, 0.16% hits;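 active = inhibition of at least 50% in every replicate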
Target sequence (Q5AAJ8 whole entry, looked up): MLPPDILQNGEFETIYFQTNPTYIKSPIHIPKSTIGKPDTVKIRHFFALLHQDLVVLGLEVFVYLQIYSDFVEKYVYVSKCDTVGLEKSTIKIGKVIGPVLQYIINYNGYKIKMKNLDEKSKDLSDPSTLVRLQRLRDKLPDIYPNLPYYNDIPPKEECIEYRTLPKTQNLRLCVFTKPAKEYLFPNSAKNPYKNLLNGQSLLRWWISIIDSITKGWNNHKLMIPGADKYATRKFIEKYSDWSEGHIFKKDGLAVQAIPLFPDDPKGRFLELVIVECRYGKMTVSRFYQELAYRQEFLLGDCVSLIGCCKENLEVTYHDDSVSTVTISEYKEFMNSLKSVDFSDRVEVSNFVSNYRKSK
Numbers without * were called inactive. Not all compounds are listed; the hit share may differ from the screen's.

Results for CN(C)CC#CCn1c2ccccc2c2ccccc21 ?
Wnt act: 2

Results for S=C(NCCc1ccccc1)N1Cc2cc(N3CCOCC3)ccc2-n2nncc2C1 ?
Wnt act: 0

Results for Cc1cc(N2CCNC[C@H]2C)ccc1N1CC[C@@H](O)C1 ?
Wnt act: 0

What do the screens show for `Cc1cccn2c(=O)c3c(nc12)N1CCCCC1C1(C3)C(=O)N(C)C(=O)N(C)C1=O` (stereo not drawn)?
Wnt act: 0

Results for Nc1cccc(SC2CC(=O)N(c3ccc(Cl)cc3C(=O)c3ccccc3)C2=O)c1 (stereo not drawn) ?
Wnt act: -2

How did Cc1ccc(-n2c(/C=C/c3ccc4c(c3)OCO4)nc3ccccc3c2=O)cc1 do in these assays?
Wnt act: -7

What do the screens show for `COc1ccc(OC(=O)N(C)C[C@H]2OCc3cnnn3CCCC(=O)N([C@@H](C)CO)C[C@@H]2C)cc1`?
Wnt act: 0

What do the screens show for `CC(=NCCC1=CCCCC1)c1c(O)n(-c2ccccc2)c(=O)[nH]c1=O`?
Wnt act: -1

What do the screens show for `c1cc2c(cc1N1CCOCC1)CNCc1cnnn1-2`?
Wnt act: 0

How did O=S(=O)(c1ccc(Cl)cc1)N1Cc2cc(Br)ccc2-n2nncc2C1 do in these assays?
Wnt act: -1

Results for CN(C)c1ccccc1 ?
Wnt act: 0

Results for Cc1ccc(-n2c(=S)[nH]c3ccccc3c2=O)cc1F ?
Wnt act: 13

How did O=C1NC(=O)C(=Cc2ccc(Cl)cc2)C(=O)N1 do in these assays?
Wnt act: -1

How did Cc1cccc(C)c1-n1nnnc1C(c1cccc2ccccc12)N1CCC(n2c(=O)[nH]c3ccccc32)CC1 (stereo not drawn) do in these assays?
Wnt act: -3

How did O=c1[nH]c(=O)n(Cc2ccccc2)c(O)c1/C=N/Nc1c(F)c(F)c(F)c(F)c1F do in these assays?
Wnt act: -1

Three entries out of the list, sorted by molar mass, falling:
How did Cc1ccc(-n2c(/C=C/c3ccc4c(c3)OCO4)nc3ccccc3c2=O)cc1 do in these assays?
Wnt act: -7

What do the screens show for `CC(=NCCC1=CCCCC1)c1c(O)n(-c2ccccc2)c(=O)[nH]c1=O`?
Wnt act: -1

Results for CN(C)c1ccccc1 ?
Wnt act: 0

(more compounds)
What do the screens show for `CS(=O)(=O)c1ccc(C2=C(CNC(=O)c3cccnc3)[C@H]3CC[C@@H](C2)N3Cc2ccco2)cc1`?
Wnt act: -1

What do the screens show for `COc1ccc(C(CC(=O)c2ccc3c(c2)OCO3)c2c(O)c3ccccc3oc2=O)cc1OC` (stereo not drawn)?
Wnt act: -4

What do the screens show for `Cc1ccc(S(=O)(=O)Oc2ccccc2C=C2C(=O)NC(=O)NC2=O)cc1`?
Wnt act: -1

What do the screens show for `C[C@]12CCC3C(CC[C@H]4C[C@@H](O)CC[C@]34C)C1C[C@@H](Br)[C@H]2O` (stereo partly drawn)?
Wnt act: -6

How did COC1CC2C=C(C)C=CC=CC(=O)NC(c3ccccc3)CC=CCCC(O)CC(=O)C2=C1O (stereo not drawn) do in these assays?
Wnt act: -22

Results for Cc1c(CCC(=O)N2C[C@H]3C[C@@H](C2)c2cccc(=O)n2C3)c(=O)oc2c(C)c(O)ccc12 ?
Wnt act: -4

How did O=C1C2CCN(CC2)C1(CO)CO do in these assays?
Wnt act: -2

How did c1ccc(N2Cc3ccccc3-n3nncc3C2)nc1 do in these assays?
Wnt act: 1

How did CCCCCN1C(=O)c2cc(OC)ccc2[C@@]2(C(=O)OCC)Cc3cc(OC)ccc3[C@@H]12 do in these assays?
Wnt act: -15

How did C=CC1C[N+]2(C)CCC1CC2C(O)c1ccnc2ccccc12 (stereo not drawn) do in these assays?
Wnt act: 0

How did O=C(NC1CCCCC1)N1Cc2cc(N3CCCCC3)ccc2-n2nncc2C1 do in these assays?
Wnt act: 0

How did CC(C)(C)C(=O)N1Cc2cc(N3CCCCC3)ccc2-n2nncc2C1 do in these assays?
Wnt act: 13

Results for CC1(CCCc2ccc(N(CCCl)CCCl)cc2)NC(=O)NC1=O (stereo not drawn) ?
Wnt act: -3

What do the screens show for `CCOC(=O)c1cccc(C2=C(CNC(=O)c3ocnc3C)[C@H]3CC[C@@H](C2)N3Cc2ccccc2)c1`?
Wnt act: -4

What do the screens show for `O=C1NC(=O)C2(Cc3ccccc3N3CCCC32)C(=O)N1c1ccc(Cl)cc1` (stereo not drawn)?
PvdQ inh: -11; Wnt act: 1; Rtt109 Vps75: -3

Structural class, the compounds so far with a Cl atom.
Results for Nc1cccc(SC2CC(=O)N(c3ccc(Cl)cc3C(=O)c3ccccc3)C2=O)c1 (stereo not drawn) ?
Wnt act: -2

How did O=S(=O)(c1ccc(Cl)cc1)N1Cc2cc(Br)ccc2-n2nncc2C1 do in these assays?
Wnt act: -1

How did O=C1NC(=O)C(=Cc2ccc(Cl)cc2)C(=O)N1 do in these assays?
Wnt act: -1

Results for CC1(CCCc2ccc(N(CCCl)CCCl)cc2)NC(=O)NC1=O (stereo not drawn) ?
Wnt act: -3

What do the screens show for `O=C1NC(=O)C2(Cc3ccccc3N3CCCC32)C(=O)N1c1ccc(Cl)cc1` (stereo not drawn)?
PvdQ inh: -11; Wnt act: 1; Rtt109 Vps75: -3

Bioassay records as filed in PubChem BioAssay.
